Assay outcomes deposited in PubChem BioAssay by National Center for Advancing Translational Sciences (NCATS).
PTAP TSG101 blk = blocks PTAP/TSG101 interaction to inhibit HIV-1 budding; Q99816; Fluorescence polarization, FITC-PTAP peptide / Tsg101 binding; Potency, µM (doses to about 115 µM), without a hit: top-dose activity change, negative = inhibition, most hits filed as inhibitors; 340,000 tested, under 10 active; AID 493005; active means well fitted inhibition curve with a large enough effect in the main read-out, with a control signal flat, not every such curve was filed as active; inconclusive means small, poorly fitted or top-dose-only effect, or effect the other way, or a change in a side signal; inactive means no such curve, though single readings can be large or run the other way; further: potency means the concentration at half of the fitted maximal effect; % of control where 0% means no effect
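Steps: Tsg101 binding domain dispensed (10 uM final), compounds pinned in DMSO, FITC-labeled PTAP-motif peptide added (50 nM final); after 20 min binding at room temperature, polarization measured.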
PKM2 activator = increases activity of human pyruvate kinase M2. P14618. purified PKM2, Kinase-Glo ATP luminescence, activation; response scale: 0% is enzyme alone, no compound. Potency, µM (highest dose often 57.5 µM), for inactives: top-dose activation, hits mostly activators. 260,000 tested, 0.34% active; further: potency means the concentration at half of the fitted maximal effect; on the % scale 0 is the no-effect control and ±100 the full control effect; nearly all actives have a fitted effect of over 55% in size
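hPK-M2, >95% pure; 0.1 mM ADP / 0.5 mM PEP final; imidazole pH7.2 buffer w/ 7 mM MgCl2, 50 mM KCl; 1 h RT; Kinase-Glo lum. Intermediate enzyme activity for dual inhibitor/activator qHTS.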
a7 integrin act = activators of alpha7 integrin expression for muscular dystrophy; alpha7betagal myoblasts, beta-gal FDG fluorescence, 48 h; Potency, µM (highest dose often 38.3 µM), without a hit: at the top dose activation, hits mostly activators; 350,000 tested, 0.064% active; AID 624291;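 further: potency means the concentration at half of the fitted maximal effect; 100% = response of the positive control SU9516; nearly all actives have a fitted effect of over 60% in size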
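alpha7betagal+/- myoblasts (passage 13, 250/well) treated 48 h at 37C with compounds at 1:260 dilution of DMSO stock. Lysed, then beta-galactosidase activity read as FDG fluorescence (ex 480/em 540) after 30 min, with pre-read for autofluorescence.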
FBPA coupling cs = inhibits coupling enzyme system, counter-screen for aldolase hits. coupling enzyme system counterscreen, AmpLite Red fluorescence. activity change, negative = inhibition, % at 58.2 µM, hits read low. 290,000 tested, 0.67% active. AID 2472; in the data active means activity change below about -30%; further: on the % scale 0 is the no-effect control and ±100 the full control effect
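Coupling enzymes only (glyceraldehyde-3-phosphate) + compound, at 57.5 uM final, 10 min RT; add substrate/coupling/AmpLite Red mix, 20 min RT; fluorescence ex 525/em 598 nm. Actives flag coupling-system interference.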
Menin-MLL TR inh = displaces Texas Red mutant MLL peptide from human menin. AID 1768. 270,000 tested, 0.23% active. Potency, µM (series often up to 61.6 µM), for inactives: at the top dose FP activity change, negative = inhibition, actives largely listed as inhibitors. Menin + Texas Red MLL mutant peptide, fluorescence polarization; active means well fitted inhibition curve with a large enough effect in the polarisation, with a control signal flat, not every such curve was filed as active; inconclusive means small, poorly fitted or top-dose-only effect, or effect the other way, or a change in a side signal; inactive means no such curve, though single readings can be large or run the other way; the % refers to the polarisation; further: potency means the concentration at half of the fitted maximal effect; % of control where 0% means no effect; many of its hits are not listed in these tables
Target sequence (O00255 whole entry, looked up): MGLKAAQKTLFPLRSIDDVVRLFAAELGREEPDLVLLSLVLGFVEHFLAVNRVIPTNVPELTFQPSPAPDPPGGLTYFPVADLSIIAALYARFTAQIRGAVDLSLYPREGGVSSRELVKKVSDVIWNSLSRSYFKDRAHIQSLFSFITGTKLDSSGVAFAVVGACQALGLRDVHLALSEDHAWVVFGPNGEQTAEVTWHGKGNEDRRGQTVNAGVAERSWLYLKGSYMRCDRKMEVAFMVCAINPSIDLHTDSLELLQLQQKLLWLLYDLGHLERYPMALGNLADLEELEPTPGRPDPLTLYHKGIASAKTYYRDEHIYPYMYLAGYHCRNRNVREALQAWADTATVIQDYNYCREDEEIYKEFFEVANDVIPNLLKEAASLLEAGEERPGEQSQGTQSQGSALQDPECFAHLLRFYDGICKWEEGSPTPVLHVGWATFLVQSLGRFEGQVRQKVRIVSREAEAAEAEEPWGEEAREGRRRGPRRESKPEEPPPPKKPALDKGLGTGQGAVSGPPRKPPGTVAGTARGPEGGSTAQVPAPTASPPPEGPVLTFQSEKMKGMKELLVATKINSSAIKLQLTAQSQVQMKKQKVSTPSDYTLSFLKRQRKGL
ASM inhibitor = human S-ASM enzyme inhibition; placental ASM, HMU-PC fluorogenic substrate, 60 min; Potency, µM (titrated, usually from 57.5 µM), for inactives: at the highest dose activity change, negative = inhibition, actives largely listed as inhibitors; AID 504937; P17405; 340,000 tested, 0.006% active; further: potency means the concentration at half of the fitted maximal effect
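Human placenta-derived ASM preincubated with compound 10 min at room temperature, then reacted with 9 uM (final) fluorogenic HMU-PC substrate for 60 min at 37 C. Stop solution raises pH to 10; fluorescence read at Ex 386/Em 447 nm.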
Tb PFK block = T. brucei PFK enzyme inhibition | O15648 | T. brucei PFK, ADP-Glo luminescence | Potency, µM (series often up to 57.5 µM), for the others: at the top dose activity, negative = inhibition, actives largely listed as inhibitors | 330,000 tested, 0.17% active | AID 485367;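 further: potency means the concentration at half of the fitted maximal effect; 0% = uninhibited 1x PFK enzyme wells and -100% = no-enzyme wells; nearly all actives have a fitted effect of over 60% in size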
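PFK 1.25 nM, F6P 0.5 mM, ATP 0.1 mM, 0.1 M TEA pH 8.0, 5 mM MgCl2, 0.01% Tween20, 0.1% BSA; 45 min RT. ADP-Glo readout. qHTS titration up to 57 uM; curves fitted, compounds curve-classed.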
BCR signal inh = chronic active BCR signaling inhibition; ABC-DLBCL IkBa-CBG/CBR reporter, luminescence ratio, 4 h; Potency, µM (series often up to 46.1 µM), for the others: at the top dose ratio change, negative = lower green/red ratio, most hits filed as inhibitors; 340,000 tested, 0.05% active; active means well fitted inhibition curve with a large enough effect in the signal ratio, with a control signal flat, not every such curve was filed as active; inconclusive means small, poorly fitted or top-dose-only effect, or effect the other way, or a change in a side signal; the % refers to the signal ratio;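 further: potency means the concentration at half of the fitted maximal effect; plate controls were basal doxycycline-induced cells for no effect and cells given 10 µM MG132 for full effect; MG132 reads +100%, hits lower the ratio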
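Concentration-response series (up to 46 uM) were applied to TMD8 dual-reporter cells for 4 h at 37C with doxycycline. Green/red ratio, after filter-overlap correction, defined %Activity; red signal alone was normalised to basal cells and zero luminescence.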
GALK inhibitor = inhibitors of human galactokinase | Purified GALK, Kinase-Glo residual ATP luminescence | P51570 | 270,000 tested, 0.007% active | Potency, µM (doses to about 57.5 µM), for inactives: at the highest dose activity change, negative = inhibition, actives largely listed as inhibitors; further: potency means the concentration at half of the fitted maximal effect; on the % scale 0 is the no-effect control and ±100 the full control effect
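GALK at 5 nM final was combined with compound, 35 uM ATP and 100 uM galactose in HEPES pH8.0 with MgCl2 and DTT. The reaction ran one hour at room temperature before luminescent ATP detection.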
Giardia kill = kills Giardia lamblia | 340,000 tested, 0.15% active | activity change, % at 7.66 µM, hits read low | AID 540267 | Giardia lamblia trophozoite viability; in the data active means activity change below about -80%; inconclusive means between about -30% and that limit;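 further: parasites exposed to compound for two days anaerobically before the ATP read; on the % scale 0 is the no-effect control and ±100 the full control effect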
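Trophozoite viability was measured as ATP-dependent luminescence, read 15-30 min after reagent addition. Before that, parasites at 100 cells/well were exposed to compounds for 48 h, anaerobically, at 37 deg C.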
B2AR arrestin = recruits beta-arrestin to the human beta2-adrenergic receptor. P07550. beta-arrestin recruitment to beta2AR, cell-based reporter. Potency, µM (highest dose often 46.1 µM), for inactives: at the highest dose activation, hits mostly activators. 330,000 tested, 0.02% active. AID 492947;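 further: potency means the concentration at half of the fitted maximal effect; 0% = DMSO controls and full agonism = EC100 isoproterenol or metaproterenol; nearly all actives have a fitted effect of over 65% in size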
Target sequence (P07550 whole entry, looked up): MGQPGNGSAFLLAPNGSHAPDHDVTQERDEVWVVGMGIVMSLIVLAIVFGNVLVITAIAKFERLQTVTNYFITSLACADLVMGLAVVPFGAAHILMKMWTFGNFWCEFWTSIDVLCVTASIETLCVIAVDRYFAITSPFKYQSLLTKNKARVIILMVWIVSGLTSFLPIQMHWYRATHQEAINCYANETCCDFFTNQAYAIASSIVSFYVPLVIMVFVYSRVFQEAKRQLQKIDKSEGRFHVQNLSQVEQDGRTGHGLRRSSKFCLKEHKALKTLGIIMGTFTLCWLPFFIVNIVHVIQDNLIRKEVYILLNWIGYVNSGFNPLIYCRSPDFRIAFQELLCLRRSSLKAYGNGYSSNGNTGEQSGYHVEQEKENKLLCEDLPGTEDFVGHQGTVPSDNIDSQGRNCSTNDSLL
* marks the source's active call; other numbers are inactive results; ? = inconclusive; . = not tested or not shown; [ ] = remark or other dose. Unless noted, the call rests on the fitted dose curve; in most records, active means well fitted curve in the direction sought with a large enough effect; inconclusive means small, poorly fitted or top-dose-only effect, or another doubt; inactive means no such curve, though single readings can be large; an effect the other way counts as inactive or inconclusive.

SMILES	PTAP TSG101 blk	PKM2 activator	a7 integrin act	FBPA coupling cs	Menin-MLL TR inh	ASM inhibitor	Tb PFK block	BCR signal inh	GALK inhibitor	Giardia kill	B2AR arrestin
O=C(NCCCN1CCCCCC1)c1ccc(N2CCCC2=O)cc1	-5%	7%	9%	-1	-21%	2%	16%	11%	0%	-25	-0.5%
CCCSc1ncnc2c1oc1ccccc12	-9%	1%	8%	5	5%	-3%	0%	3%	-2%	-15	-0.5%
COc1ccc(CCN(C)C(=S)Nc2ccc(SC(F)F)cc2)cc1OC	0%	.	0%	0	.	-2%	-18%	-19%	6%	6	-0.6%
CCOC(=O)CN(Cc1ccccc1)S(=O)(=O)c1ccc(NC(C)=O)cc1	0%	0%	-8%[7.66 µM]	1	8%	-1%	0%	0%	-1%	-5	0.1%
CC(=O)CCC(=O)OCC(=O)Nc1ccc(SC(F)F)cc1	-8%	-2%	10%	0	1%	3%	-3%	?	1%	10	0.0%
Cc1ccc(NC(=O)CN(C)Cc2c(O)ccc3ccccc23)cc1	-2%	21%	-6%	-3	3%	18%	0%	1%	-2%	9	0.2%
CCOC(=O)Cc1cc(=O)[nH]c(/N=C(\N)Nc2ccc(OC)cc2)n1	-5%	0%	-3%	8	.	6%	-6%	0%	12%	-9	-0.2%
COc1ccc([C@H]2CC(=O)C=C(c3ccc(NC(C)=O)cc3)C2)cc1OC	.	.	6%	.	.	8%	4%	?	.	-26	0.4%
CN(C)c1ccc(C(CNS(=O)(=O)c2ccc3ccccc3c2)c2c[nH]c3ccccc23)cc1 (stereo not drawn)	-1%	0%	25%	-1	17%	-13%	0%	?	-1%	5	0.2%
Fc1ccccc1Cc1noc(CN2CCN(Cc3ccc4c(c3)OCO4)CC2)n1	-3%	-2%	13%	1	-16%	-1%	6%	-3%	1%	23	-0.1%
CCOC(=O)c1ccc(NC(=S)N(CCCN2CCCCCC2)Cc2ccco2)cc1	1%	-4%	-21%	2	-1%	0%	-3%	-2%	1%	18	0.5%
CCc1cccc2c(C=C(C#N)C#N)cn(CC(=O)N3CCCC3)c12	1%	1%	-15%	4	.	52%[activator]	5%	0%	-6%	2	-0.3%
O=C(O)CSCCCC(=O)Nc1ccc(Br)cc1	-6%	-3%	-13%	6	-3%	2%	11%	?	3%	21	0.0%
NC(=O)C1=C[C@@H](c2ccc(C(F)(F)F)cc2)C[C@@H](OCc2ccc(CO)cc2)O1	-2%	5%	0%	1	-7%	-10%	-2%	-25%	-1%	19	0.0%
CCCC(=O)NC(=S)Nc1cccc(Cl)c1N1CCCCC1	-2%	0%	15%[7.66 µM]	-11	-1%	-16%	-1%	12%	-1%	-8	-1.0%
Cc1ccc(C(=O)c2cc([N+](=O)[O-])ccc2N2CCCCC2)c(C)c1	0%	-1%	-28%	-2	-4%	-13%	1%	?	1%	?	-0.4%
CCN(CC)CCCN1C(=O)c2oc3ccccc3c(=O)c2C1c1cc(OC)ccc1OC (stereo not drawn)	-6%	-13%	17%[7.66 µM]	3	-25%	-3%	1%	-15%	-1%	-5	0.1%
CCn1cc(-c2cc(C(=O)O)c3ccccc3n2)c(C)n1	1%	3%	18%	0	0%	14%	-3%	0%	.	-5	0.4%
CCCCCCc1cc2cc(/C(N)=N/NC(=O)c3ccncc3)c(=O)oc2cc1O	?	.	.	.	.	213%[activator]	6%	1%	.	-19	0.2%
Cc1cc(C)cc(NC(=O)C2C3C=CC4(O3)C2C(=O)N(CCCN2CCCC2)C4C(=O)NC2CCCC(C)C2C)c1 (stereo not drawn)	0%	.	0%	-2	-14%	2%	-17%	?	0%	15	2.4%
CC(C)(C)C(=O)CNCC(=O)C(C)(C)C	0%	0%	4%	-6	0%	17%	-1%	0%	10%	-2	-0.4%
O=C(N/N=C/C=C\c1ccccc1[N+](=O)[O-])c1ccncc1	3%	3%	-24%	0	34%[activator]	-2%	2%	-14%	2%	-7	-0.3%
COc1ccc(OC)c(NC(=O)CN2C(=O)NC(C)(c3ccc4c(c3)OCCO4)C2=O)c1 (stereo not drawn)	0%	.	0%	.	.	-3%	8%	?	.	-16	0.0%
COC(=O)c1cc(OC)c(OC)cc1N=CC1=C(O)CC(C)(C)CC1=O	-2%	4%	-7%	1	-2%	35%	7%	?	2%	4	0.4%
COc1cc([N+](=O)[O-])ccc1NC(=O)COC(=O)c1n[nH]c2ccccc12	-4%	2%	-16%	0	21%	-9%	1%	8%	0%	0	0.1%
New compounds follow.
SMILES	PTAP TSG101 blk	PKM2 activator	a7 integrin act	FBPA coupling cs	Menin-MLL TR inh	ASM inhibitor	Tb PFK block	BCR signal inh	GALK inhibitor	Giardia kill	B2AR arrestin
CCC(C)[C@H](NC(=O)NCc1ccccn1)C(=O)OC (stereo partly drawn)	0%	-12%	20%	1	2%	3%	-6%	-5%	3%	13	0.1%
NCCCC[C@@H]1NC(=O)c2cc([N+](=O)[O-])cc(F)c2NCCCC[C@@H](C(N)=O)NC(=O)[C@H](CCC(N)=O)NC1=O	-6%	-1%	13%	0	-11%	-9%	-3%	2%	.	-7	0.1%
O=C(COC(=O)c1cccc(S(=O)(=O)N2CCCCC2)c1)NCc1ccccc1	0%	.	-12%	.	.	4%	-5%	4%	.	8	-0.3%
COc1cccc(NC(=O)CN(C)C(=O)/C=C/c2ccc3ccccc3n2)c1	0%	.	-25%	.	.	.	-2%	?	.	-1	0.0%
C/C(=N\NC(=O)c1cccc(C)c1O)c1ccc(NC(=O)Cc2ccccc2)cc1	-8%	.	0%	.	.	-4%	-4%	?	-6%	-3	0.4%
COc1cccc(OCC(=O)NN=C2c3ccccc3-c3ccccc32)c1	-2%	1%	10%	-2	.	-6%	0%	9%	-1%	11	-0.4%
COc1cc(C[C@@H]2C(=O)OC[C@H]2Cc2ccc(OC)c(OC)c2)ccc1O	-2%	.	-26%	.	.	6%	-1%	-8%	.	2	0.5%
COCCCNC(=O)[C@H](CSCc1ccccc1)N1Cc2ccccc2C1=O	-4%	1%	9%	-2	.	0%	0%	5%	.	-3	-0.2%
CCC(C(=O)O)n1nnc(-c2ccc(-c3ccc(OC)cc3)cc2)n1 (stereo not drawn)	-2%	2%	14%	10	27%	4%	21%	?	-3%	-4	0.0%
Cc1cc(N=Cc2c(O)ccc3cc(Br)ccc23)no1	-3%	?	-14%	-14	11%	8%	-11%	?	.	-18	0.4%
CCc1ccc(N2C(=O)C3CCCN3C2=S)cc1 (stereo not drawn)	-1%	.	-17%	2	6%	-6%	0%	6%	-2%	6	-0.5%
COCC(=O)N1CCC(n2nnc3cc(F)ccc32)CC1	-11%	-6%	5%	0	0%	-10%	-3%	-1%	-3%	4	0.3%
COc1ccc(C2CC(c3cccs3)=NN2C(=O)COC(=O)C2CCCCC2)cc1OC (stereo not drawn)	0%	0%	7%	0	-5%	-7%	0%	-6%	-2%	-2	0.3%
Cc1cccc(OCc2nnc(SCC(=O)NC3CCCC3)n2C)c1	-2%	.	-5%	1	1%	1%	-3%	2%	1%	-1	0.2%
CS(=O)(=O)NCc1ccc(C(=O)NC2CCCCC2)cc1	-3%	-3%	38%	3	0%	0%	2%	-13%	1%	-5	0.2%
COC(=O)c1cc(NS(=O)(=O)c2ccc(N3CCC(C)CC3)c([N+](=O)[O-])c2)cc(C(=O)OC)c1	-1%	4%	1%	0	14%	0%	-13%	?	-1%	8	-1.0%
CN(C)c1cccc(C(=O)N2CCCC(CCC(=O)NCc3ccccc3F)C2)c1 (stereo not drawn)	-3%	.	-42%	-1	-13%	-3%	-8%	14%	4%	-25	-0.8%
C=CCSc1nnc(CNS(=O)(=O)c2ccc(C)cc2)n1C	1%	-8%	13%	.	.	5%	0%	-1%	4%	18	0.0%
O=[N+]([O-])c1ccc(O)c(C=Nc2ccc3nc(-c4ccccc4)[nH]c3c2)c1	-1%	-16%	24%	3	7%	116%[activator]	-16%	?	0%	-4	-1.2%
COCCn1c(=O)[nH]c(=O)c2cc(C(=O)c3cc(OC)ccc3O)cnc21	1%	10%	2%	0	7%	11%	4%	-2%	1%	3	-1.2%
O=C(CN1CCN(C/C=C/c2ccccc2)CC1)Nc1ccccc1C(=O)NC1CC1	2%	3%	-4%	0	.	-2%	0%	-2%	.	-2	4.6%
COc1cccc(CNC(=O)N[C@@H](CC(C)C)C(=O)O)c1	-7%	-3%	-2%	2	-4%	4%	-4%	-7%	1%	8	0.0%
CC(C)C(=O)Nc1nc2cc3c(cc2s1)OCCO3	-7%	1%	?	-3	.	9%	2%	?	.	-3	0.1%
Cc1cc(C)n2nc(C(=O)OCC(=O)N(C)CC(=O)Nc3ccccc3Cl)nc2n1	-1%	.	0%	.	.	.	4%	14%	.	4	0.0%

This is a subset; the hit share may differ from the screen's.
